Compound activity from PubChem.
bCat nuc transl – modulators of beta-catenin nuclear translocation | HeLa beta-catenin nuclear translocation, immunofluorescence imaging | nuclear translocation activity, % at 5 µM | 190,000 tested, 0.3% active;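 active = nuclear translocation activity above 50% at 5 µM, with a well cell count of 50 or more; inconclusive = wells under 50 cells across six images, flagged as toxic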;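 also: per-cell ratio of nuclear to cytoplasmic median beta-catenin stain intensity; plate controls were DMSO negative control for no effect and GSK-3 inhibitor IX positive control for full effect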
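Test system: human HeLa cell line; Doses: 5 µM primary, 0.02–20 µM confirmation; Incubation: 24 h compound exposure, 37°C; Detection: beta-catenin immunofluorescence imaging with DAPI; Read-out: beta-catenin nuclear/cytoplasmic ratio, % activation.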
T cell modulator – modulates CD8 T cell binding to vesicles. 2C CD8+ T cell-vesicle binding, flow cytometry; stronger effect = lower value. calls only at 7 µM. 330,000 tested, 0.068% active;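 active = response, share of CD8 T cells binding vesicles, and their 90th percentile fluorescence all below set limits, cut at about 80% in these data, passing the limit was not always enough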
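material = purified 2C TCR transgenic mouse naive CD8+ T cells | controls = Unloaded micro-vesicles (low), QL9 vesicles with 0.7% DMSO (high) | detection = cytometric PE anti-B7-1 and Alexa647 anti-CD8 signals after 1% paraformaldehyde fixation | incubation = binding step 1.5 h, 37 °C, antibody labelling 20 min, ice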
Myeloid diff 2 – compounds promoting myeloid differentiation | 360,000 tested, 1% active | calls only at 10 µM | ER-HoxA9 myeloid progenitors, lysozyme-GFP differentiation, flow cytometry;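 active = normalized GFP-positive differentiation at or above the plate's own cutoff, the solvent-only control mean plus 3 SD; inconclusive = no clear call, values can overlap the other calls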;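 also: cells exposed to compound for four days before flow analysis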
PhoP inhibition – PhoP-dependent GFP reporter repression – Salmonella Typhimurium, primary screen (AID 1863). 300,000 tested, 0.16% active. inhibition, % at 50 µM, or IC50 in µM where a hit was titrated. S. Typhimurium PhoP-regulated promoter GFP reporter, 4 h; higher % means a stronger effect;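 active = inhibition over 29.93%, a cutoff 3 SD above the screen mean, later confirmed by dose response; inconclusive = inhibition over 29.93% but no dose response follow-up; inactive = inhibition at most 29.93% or unconfirmed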;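 also: 0% = low Mg2+ inducing control and 100% = high Mg2+ repressing control; strong numbers were not always called active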
West Nile antiviral – West Nile virus antiviral activity, cell-based, CPE readout (AID 1621) | 290,000 tested, 0.02% active | West Nile virus-infected cells, CPE inhibition; higher % means a stronger effect | one-dose CPE inhibition, % at 10 µM; IC50 in µM for titrated hits; in the data active = a potency from the dose series; inconclusive = CPE inhibition mostly from about 3.7% at the one dose, without a potency; inactive = the rest, 99 in 100 with CPE inhibition below about 2.2%; also: strong numbers were not always called active
WT yeast gro inh – growth inhibition of WT yeast, mitochondrial fusion screen. inhibition, % at 10 µM. 190,000 tested, 2.1% active. mitochondrial fusion phenotypic screen, WT strain; in the data active = inhibition above about 58%; tested in S. cerevisiae
MgcRacGAP inhibition – MgcRacGAP GTPase-activating activity inhibitors, confirmation, biochemical, ADP Hunter fluorescence | inhibition, % at 30 µM, or IC50 in µM where a hit was titrated | 340,000 tested, 0.6% active | MgcRacGAP-stimulated Rac1 GTP hydrolysis, ADP Hunter fluorescence; higher % means a stronger effect; GST-tagged Rac1 F28L mutant substrate;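 active = first-screen hits whose inhibition reached a set limit at any dose in the follow-up dose series; inconclusive = inhibition above the set first-screen limit but never retested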;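 also: fluorescence reports GDP produced by GAP-driven GTP hydrolysis; strong numbers were not always called active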
RSV CPE inhibition – RSV antiviral activity via CPE protection, HEp-2 cells, primary 10 µM value included (AID 2391); HEp-2 cells, RSV-induced CPE inhibition; higher % means a stronger effect; one-dose CPE inhibition, % at 10 µM; IC50 in µM for titrated hits; 310,000 tested, 0.13% active; in the data active = a potency from the dose series; inconclusive = CPE inhibition mostly from about 23% at the one dose, without a potency; inactive = the rest, 99 in 100 with CPE inhibition below about 21%; also: strong numbers were not always called active
SV40 large T antigen – SV40 large T antigen inhibitors, biochemical (AID 1903). inhibition, % at 20 µM; hits with a dose series show IC50 in µM. 310,000 tested, 0.39% active. SV40 large T antigen ATPase/helicase inhibition assay; higher % means a stronger effect; in the data active = a potency from the dose series; inconclusive = inhibition mostly from about 32% at the one dose, without a potency; inactive = the rest, 99 in 100 with inhibition below about 32%; also: strong numbers were not always called active
WT yeast gro inh mutant strain – further read-out of WT yeast gro inh, marked with its call; inhibition, %; mitochondrial fusion phenotypic screen, mutant strain inhibition
bCat nuc transl cell count 5 µM – also measured in bCat nuc transl; calls as there; cell count; measured here: cell count, cytotoxicity flag
T cell modulator vesicle-bound % – further read-out of T cell modulator, marked with its call; double positive events, %; measured here: CD8+ vesicle-bound cell fraction;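 binding gate set so that unloaded-vesicle control wells show 10% double positive cells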
Myeloid diff 2 GFP+ MAC1+ % – further read-out of Myeloid diff 2, marked with its call; GFP+ MAC1+ double positive, %; measured here: differentiation confirmed by MAC1 staining
An asterisk follows results filed as active; i = inactive; ? = inconclusive; nt = not tested or not shown; + = active, no number.

Values run as follows: bCat nuc transl	bCat nuc transl cell count 5 µM	T cell modulator	T cell modulator vesicle-bound %	Myeloid diff 2	Myeloid diff 2 GFP+ MAC1+ %	PhoP inhibition	West Nile antiviral	WT yeast gro inh	WT yeast gro inh mutant strain	MgcRacGAP inhibition	RSV CPE inhibition	SV40 large T antigen
O=C(NCc1ccc(F)cc1)c1ccccc1OCc1ccccc1
 : nt	nt	i	54	i	0.4	7%	-2.0%	14	9	8%	2.8%	2%
Cc1onc(-c2ccccc2Cl)c1C(=O)Nc1cccc(-c2nc3ncccn3c2C)c1
 : 0.8	1347	i	45	i	4.4	3%	nt	-12	-3	3%	2.8%	6%
Nc1cc(Cl)ccc1Oc1ccc2ccccc2c1
 : 20	894	i	28	i	7.8	0%	3.0%	7	4	5%	nt	5%
O=C(Nc1ccccc1F)c1ccc(C(=O)c2ccccc2)cc1
 : nt	nt	i	34	i	2.4	-7%	-0.5%	nt	nt	9%	3.3%	26%
COc1cc(CO)c(OC)c([N+](=O)[O-])c1
 : nt	nt	i	59	i	0.3	-7%	0.3%	nt	nt	-1%	1.1%	5%
CCN(CC(=O)NC1CCS(=O)(=O)C1)S(=O)(=O)c1c(C)c(C)cc(C)c1C (centres undefined)
 : nt	nt	i	26	i	0.9	7%	nt	nt	nt	1%	-0.8%	8%
Cc1cc(C)n2nc(CC(=O)NC3CCCC(C)C3C)nc2n1 (centres undefined)
 : -5.4	939	i	21	i	6.0	-1%	-0.3%	-6	-18	5%	-0.3%	-2%
CN(Cc1nc2ccccc2c(=O)[nH]1)C(=O)c1cccc(S(=O)(=O)N2CCCCCC2)c1
 : nt	nt	i	41	i	0.9	nt	nt	nt	nt	1%	1.3%	nt
Cc1nn(-c2ccccc2)c2nc(C(F)F)cc(C(F)F)c12
 : nt	nt	i	47	i	0.7	nt	nt	nt	nt	4%	5.0%	nt
CCOC(=O)C(C)Sc1ncnc2nc[nH]c12 (centres undefined)
 : -2.0	1154	i	8	i	4.5	3%	-0.1%	4	-1	13%	-0.1%	10%
CCn1nc(CCC(=O)O)c2ccccc2c1=O
 : -2.9	1168	i	43	i	0.7	-3%	0.7%	-1	8	4%	0.9%	-1%
COCC(C)NC(=O)c1cc2cccc([N+](=O)[O-])c2[nH]1 (centres undefined)
 : -0.5	1272	i	30	i	0.9	-13%	-0.1%	nt	nt	1%	nt	-2%
COc1ccc(CCNC(=O)CS(=O)Cc2nc(-c3ccc(C)cc3)oc2C)cc1OC (centres undefined)
 : nt	nt	i	29	i	2.9	-4%	-0.4%	nt	nt	10%	2.1%	12%
COc1ccc(NC(=O)CSc2nc3ccccc3c(=O)[nH]2)cc1S(N)(=O)=O
 : nt	nt	i	41	i	0.5	nt	nt	nt	nt	2%	0.8%	nt
CCOC(=O)C1CCN(C(=O)c2ccc(Cl)c(S(=O)(=O)N3CCCC3)c2)CC1
 : nt	nt	i	29	i	0.7	-3%	-0.1%	nt	nt	5%	1.6%	13%
Cc1occc1-c1n[nH]c(=S)n1CC(C)C
 : -2.7	1145	i	40	i	1.0	-6%	1.6%	5	4	5%	2.0%	5%
O=C1CC(N2CCCN(C3CC(=O)N(c4ccc(F)cc4)C3=O)CC2)C(=O)N1c1ccc(F)cc1 (centres undefined)
 : -1.5	1212	i	64	i	0.7	0%	0.0%	-15	3	5%	0.1%	9%
CN(Cc1ccccc1)Cc1nc2scc(-c3ccccc3)c2c(=O)[nH]1
 : 0.1	1024	i	18	i	0.6	3%	-0.1%	14	2	-2%	4.0%	4%
Cc1ccccc1-n1nc(C)c2cc(C(=O)N3CCN(S(=O)(=O)c4ccc(Cl)cc4)CC3)sc21
 : -1.2	1368	i	6	i	1.0	-3%	-0.5%	10	-8	12%	3.5%	-6%
COc1ccc(/C=N/N=C2\SC(CC(=O)O)C(=O)N2c2ccccc2)cc1 (centres undefined)
 : -2.9	539	i	16	i	0.5	-7%	0.1%	-21	-12	10%	3.0%	1%
CN(Cc1ccccc1)C(=O)c1cccc(N2C(=O)NC3CC2(C)Oc2ccccc23)c1 (centres undefined)
 : 1.8	1443	i	56	i	2.1	6%	-0.3%	-6	17	-11%	2.3%	8%
c1ccc(-c2ccc(-c3ccccn3)nn2)nc1
 : -3.1	1238	i	32	nt	nt	18%	nt	-1	21	nt	-0.8%	7%
O=C(CCc1nc2ccccc2c(=O)[nH]1)NCC(=O)Nc1ccc(F)c(F)c1
 : nt	nt	i	44	i	1.3	-6%	nt	nt	nt	7%	2.1%	4%
CC1CCN(c2cc(N3CCOCC3)c(F)cc2[N+](=O)[O-])CC1
 : 0.6	1344	i	41	i	0.6	-2%	-0.1%	9	-12	0%	3.9%	5%
CCOC(=O)C1CCCN(C(=O)CCCn2c(=O)c3cccn3c3cccnc32)C1 (centres undefined)
 : nt	nt	i	56	i	5.2	1%	0.7%	nt	nt	-2%	0.2%	10%
CC1CC(=O)Nc2ccccc2N1S(=O)(=O)c1ccc(C#N)cc1 (centres undefined)
 : 0.6	1357	i	32	i	0.4	9%	0.5%	nt	nt	-25%	1.6%	4%
CCCN1CCN(S(=O)(=O)c2c(C)[nH]c(C)c2C(=O)N2CCCCC2)CC1
 : nt	nt	i	9	i	4.3	-4%	0.3%	nt	nt	16%	-0.1%	17%
COc1ccc(C(=O)CSc2nnc(Cn3cnc4ccccc43)o2)cc1
 : 2.8	1058	i	25	i	1.1	2%	-0.4%	1	-5	9%	2.1%	2%
NC(=O)CC(NC(=O)c1ccccc1)c1ccc(NC2CCN(Cc3ccccc3)CC2)c([N+](=O)[O-])c1 (centres undefined)
 : nt	nt	i	53	i	0.6	-3%	-0.7%	nt	nt	4%	-1.1%	18%
Cc1cc(C)c(C#N)c(SCCS(=O)(=O)Cc2ccccc2)n1
 : nt	nt	i	10	i	4.7	-6%	-1.0%	-2	-4	2%	0.1%	-2%

Results in bCat nuc transl cell count 5 µM, West Nile antiviral and MgcRacGAP inhibition (2 entries from above):
| SMILES | bCat nuc transl cell count 5 µM | West Nile antiviral | MgcRacGAP inhibition |
| --- | --- | --- | --- |
| O=C(CCc1nc2ccccc2c(=O)[nH]1)NCC(=O)Nc1ccc(F)c(F)c1 | nt | nt | 7% |
| CC1CCN(c2cc(N3CCOCC3)c(F)cc2[N+](=O)[O-])CC1 | 1344 | -0.1% | 0% |

Next section.
Values run as follows: bCat nuc transl	bCat nuc transl cell count 5 µM	T cell modulator	T cell modulator vesicle-bound %	Myeloid diff 2	Myeloid diff 2 GFP+ MAC1+ %	PhoP inhibition	West Nile antiviral	WT yeast gro inh	WT yeast gro inh mutant strain	MgcRacGAP inhibition	RSV CPE inhibition	SV40 large T antigen
CCOc1ccccc1CN1CCN(S(C)(=O)=O)CC1
 : -4.1	1199	i	63	i	7.9	4%	-0.8%	13	11	15%	-0.2%	6%
CCCN=Cc1ccc(O)cc1
 : -0.1	1463	i	55	i	0.0	-8%	1.4%	3	-1	nt	1.1%	-1%
CCOC(=O)C(NC(C)=O)C(=O)Nc1ccc(OC)cc1 (centres undefined)
 : 0.1	1515	i	60	i	0.5	-10%	0.4%	-10	-7	-15%	0.1%	1%
CSC1CCCCC1(O)CSc1nc2ccccc2o1 (centres undefined)
 : nt	nt	i	18	i	2.8	3%	-0.9%	-12	-7	13%	0.1%	2%
Cc1c(C#N)c(N=CN(C)C)c(C(=O)c2ccccc2)n1-c1ccc(Br)cc1
 : nt	nt	i	12	i	2.1	-4%	-0.9%	6	11	-2%	1.2%	1%
C/C(=N/NC(=O)c1ccoc1C)c1ccc(NC(=O)C2CCCC2)cc1
 : nt	nt	i	6	i	0.5	-2%	0.1%	-3	-16	7%	4.3%	-4%
CCn1c(CCNC(=O)c2cccs2)nnc1SCC(=O)Nc1cccc(Cl)c1
 : nt	nt	i	18	i	2.2	8%	-0.1%	2	3	-4%	0.7%	13%
CCCc1cc(=O)[nH]c(SCc2cc(=O)oc3cc(C)c(C(C)C)cc23)n1
 : -0.8	1011	i	21	i	0.7	-7%	-0.9%	-5	-11	0%	2.5%	9%
CC1=NCCN1S(=O)(=O)c1ccccc1[N+](=O)[O-]
 : -0.8	1121	i	50	i	0.1	7%	nt	-2	-9	8%	-0.3%	-1%
CC(NC(=O)Cn1nc(-c2ccccc2)c2ccccc2c1=O)c1ccccc1 (centres undefined)
 : -0.6	1340	i	23	i	1.5	5%	0.3%	12	-23	3%	5.7%	-5%
CCCCNC(=O)Cn1cnc([N+](=O)[O-])n1
 : 0.7	1454	i	46	i	0.0	2%	0.9%	-13	13	5%	-0.9%	18%
O=C(CCc1ccccc1)NNC(=O)COc1ccc(Cl)cc1
 : nt	nt	i	65	i	0.7	0%	-0.5%	nt	nt	-1%	1.4%	17%
O=C(Nc1nc(-c2ccncc2)cs1)c1ccc(F)cc1
 : -1.8	1081	i	29	i	1.2	-6%	-0.1%	-9	6	-1%	1.8%	13%
O=C(CN1C(=O)C2CC=C(Cl)CC2C1=O)Nc1ccc(C(=O)O)cc1 (centres undefined)
 : 1.6	1049	i	24	i	0.8	6%	0.2%	-1	16	4%	0.4%	14%
CCCCN(CCCC)Cc1ccc(C(=O)NNC(=O)Nc2ccc(Cl)cc2)o1
 : -1.2	1137	i	39	i	1.0	2%	-0.5%	9	4	5%	-1.5%	15%
O=C(CN1C(=O)NC2(CCCC2)C1=O)Nc1cccc(C(F)(F)F)c1
 : nt	nt	i	27	i	3.2	5%	-0.4%	nt	nt	-2%	4.8%	-1%
Cc1[nH]c2ccccc2c1/C=N/NC(=S)NC(C)C
 : 0.1	1527	i	55	+	1.2*	17%	0.8%	18	21	14%	?	-2%
Cc1ccc(-c2cnn(-c3ccccc3)c2N)cc1
 : nt	nt	i	59	i	0.4	1%	-0.7%	nt	nt	9%	8.7%	16%
CCCCCN(C(=O)NC(=O)NCCCC)S(C)(=O)=O
 : 0.3	1122	i	39	i	8.3	5%	0.0%	-1	-16	-1%	0.2%	2%
Nc1cc(N)nc(SCc2cccnc2)n1
 : -1.2	1193	i	25	i	1.1	28%	0.0%	3	-1	-1%	1.7%	8%
CC1=C(C)C(=O)N(CCC(=O)O)C1=O
 : 1.4	1149	i	8	i	2.1	2%	1.1%	10	-6	2%	0.6%	3%
Cc1cc(=O)[nH]c(SCC(=O)O)c1C#N
 : 2.1	1327	i	60	i	0.3	-1%	0.6%	-7	-8	9%	4.7%	5%
